Source: PubChem BioAssay (several laboratories)
Ba/F3 V617F tox: loss of viability in JAK2V617F-driven Ba/F3 cells | inhibition, % at 5.6 µM | AID 1446 | 220,000 compounds, 1.1% hits | Ba/F3 EpoR-JAK2V617F viability, ATP luminescence;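 active means inhibition above the campaign mean plus 3 SD over all tested compounds, cut at about 24% in these data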;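 further: cytokine-independent growth of Ba/F3 cells driven by EpoR plus mutant JAK2; 0% = DMSO-treated cells and 100% = JAK inhibitor I control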
NPY-Y1 antag: blocks the human neuropeptide Y Y1 receptor; P25929; HEK293-CNG Y1 cells, membrane potential fluorescence; NPY at EC95, then isoproterenol; inhibition, % at 3.6 µM; 200,000 compounds, 1% hits; AID 1040;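 active means inhibition above the campaign mean inhibition of all tested compounds plus 3 SD, cut at about 20% in these data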;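 further: 0% = DMSO wells given NPY plus isoproterenol and 100% = isoproterenol alone without NPY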
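material = HEK293 cells with Y1 receptor plus CNG channel | also added = NPY 25 nM then isoproterenol 1 µM plus Ro 20-1724 25 µM | schedule = dye 3 h, compound 60 min room temperature, stimulation 45 min | measured by = membrane potential fluorescence | benchmarks = high control isoproterenol alone, low control NPY with isoproterenol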
S1P4 antag: human S1P4 receptor antagonism; inhibition, % at 4.98 µM; 220,000 compounds, 0.26% hits; S1P4-expressing cells, antagonist mode, reporter read-out; O95977; in the data active means inhibition above about 29%;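 further: 0% = wells stimulated with agonist and 100% = vehicle wells without agonist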
Target sequence (O95977 whole entry, looked up): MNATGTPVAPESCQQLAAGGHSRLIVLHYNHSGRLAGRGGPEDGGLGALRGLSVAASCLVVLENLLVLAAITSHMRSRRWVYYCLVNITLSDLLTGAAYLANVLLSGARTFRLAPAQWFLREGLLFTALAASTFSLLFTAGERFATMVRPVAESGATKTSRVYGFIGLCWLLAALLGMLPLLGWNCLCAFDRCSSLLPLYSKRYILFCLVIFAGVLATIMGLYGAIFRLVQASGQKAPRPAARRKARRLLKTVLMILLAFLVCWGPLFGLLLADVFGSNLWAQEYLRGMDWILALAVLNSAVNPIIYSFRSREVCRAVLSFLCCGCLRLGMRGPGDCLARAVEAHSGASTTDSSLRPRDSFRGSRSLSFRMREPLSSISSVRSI
S1P4 ag: agonists of human S1P4 receptor | O95977 | S1P4-expressing cell line, agonist reporter assay | activation, % at 4.98 µM | 220,000 compounds, 0.35% hits | AID 1509; in the data active means activation above about 11%;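 further: 0% = DMSO vehicle and 100% = reference agonist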
RBBP9 inhibitor: human RBBP9 hydrolase inhibition; O75884; recombinant RBBP9, FP-Rh probe fluorescence polarization; inhibition, % at 7.94 µM; 220,000 compounds, 0.2% hits; AID 1515;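 active means inhibition above the campaign mean of all tested compounds plus 3 SD, cut at about 14% in these data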;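 further: plate controls were DMSO wells with RBBP9 for no effect and wells lacking RBBP9 protein for full effect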
Target sequence (O75884 whole entry, looked up): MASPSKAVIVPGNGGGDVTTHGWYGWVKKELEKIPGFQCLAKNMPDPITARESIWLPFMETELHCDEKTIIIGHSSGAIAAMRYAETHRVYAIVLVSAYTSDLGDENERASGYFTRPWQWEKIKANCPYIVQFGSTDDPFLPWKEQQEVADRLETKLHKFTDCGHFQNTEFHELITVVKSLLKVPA
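Material: RBBP9 protein. Amount: RBBP9 at 2.5 µM in dispensed solution, before mixing. Schedule: 30 min then 45 min, 25 °C. Medium: Tris buffer pH 8.0, NaCl, Pluronic. Measured by: fluorescence polarization. Measure: percent inhibition from mP, scaled between DMSO and no-protein wells. Replication: one well per compound.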
NPY-Y2 PAM-ag: potentiates or activates human NPY-Y2 receptor. cells expressing NPY-Y2, potentiator/agonist read-out. activation, % at 3.6 µM. P49146. 220,000 compounds, 0.45% hits; in the data active means activation above about 27%;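 further: cells stimulated with NPY near EC25 plus isoproterenol at EC100; 0% = vehicle plus submaximal agonist and 100% = vehicle plus saturating agonist; some results beyond the cut were filed as inactive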
Target sequence (P49146 whole entry, looked up): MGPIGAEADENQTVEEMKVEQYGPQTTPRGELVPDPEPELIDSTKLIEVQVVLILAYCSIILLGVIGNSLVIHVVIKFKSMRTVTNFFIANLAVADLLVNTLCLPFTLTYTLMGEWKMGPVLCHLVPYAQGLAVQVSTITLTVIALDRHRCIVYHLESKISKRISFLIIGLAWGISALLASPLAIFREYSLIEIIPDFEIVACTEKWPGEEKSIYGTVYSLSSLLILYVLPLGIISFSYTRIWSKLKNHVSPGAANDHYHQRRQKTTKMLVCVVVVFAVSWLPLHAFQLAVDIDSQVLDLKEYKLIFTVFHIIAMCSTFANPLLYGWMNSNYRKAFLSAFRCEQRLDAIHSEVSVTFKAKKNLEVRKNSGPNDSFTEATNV
BaF3 tox: parental Ba/F3 viability inhibition as JAK2V617F counter-screen; CellTiter-Glo ATP luminescence; inhibition, % at 5.6 µM; 220,000 compounds, 1.1% hits; AID 1486;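 active means inhibition above a per-campaign cutoff, the mean inhibition of all tested compounds plus 3 SD, cut at about 27% in these data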;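 further: 0% = DMSO wells and 100% = JAK Inhibitor I control wells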
Runt-CBFb FRET: blocks binding of human RUNX1 Runt domain to CBFb; inhibition, % at 20 µM; Q01196+Q13951; Cerulean-Runt/Venus-CBFb FRET ratio 530/480, 1 h; 220,000 compounds, 0.46% hits;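 active means inhibition over about 50% at 20 µM in the single-dose screen, limit read from the data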;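 further: 0% = DMSO wells and 100% = excess unlabeled CBFb competitor control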
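Measured by: fluorescence energy transfer, 422 nm excitation, 530/480 nm emission; Assay system: Cerulean-Runt domain; Medium: Tris pH 7.5 buffer with BSA; Measure: loss of energy transfer signal; Controls: 5 µM unlabeled CBFb as full-inhibition high control; Incubation: protein complex preformed 1 h, compound exposure 1 h, room temperature, dark.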
NPY-Y1 PAM-ag: potentiates or activates human NPY-Y1 receptor; P25929; NPY-Y1 expressing cells, potentiator/agonist activation; activation, % at 3.6 µM; 220,000 compounds, 0.37% hits; AID 1304; in the data active means activation above about 33%, passing the limit was not always enough;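 further: cells stimulated with NPY at EC10 then isoproterenol at EC100; 0% = low agonist plus stimulus and 100% = saturating agonist plus stimulus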
* = called active by the depositor.

`Cc1noc2ncnc(N3CCN(c4ccc(F)cc4)CC3)c12` gave Ba/F3 V617F tox -3, NPY-Y1 antag 4, S1P4 antag 8, S1P4 ag 0.4, RBBP9 inhibitor -9, NPY-Y2 PAM-ag 4, BaF3 tox 4, Runt-CBFb FRET 0 and NPY-Y1 PAM-ag 7.
For CC(C)c1ccc(C2N3CC4([N+](=O)[O-])CN2CC([N+](=O)[O-])(C3)C4(C)C)cc1 (centres undefined) the results were Ba/F3 V617F tox -1, NPY-Y1 antag 2, S1P4 antag -7, S1P4 ag 3.9, RBBP9 inhibitor -3, NPY-Y2 PAM-ag 5, BaF3 tox 7, Runt-CBFb FRET -2 and NPY-Y1 PAM-ag 4.
Screening Cc1nn(-c2ccc(F)cc2)c2sc(C(=O)O)cc12 returned Ba/F3 V617F tox -2, NPY-Y1 antag 23*, S1P4 antag -5, S1P4 ag 1.1, RBBP9 inhibitor -2, NPY-Y2 PAM-ag -26, BaF3 tox 3, Runt-CBFb FRET 1 and NPY-Y1 PAM-ag -36.
CCOC(=O)c1sc2nc3n(c(=O)c2c1C)CCC(C)CC3 (centres undefined) was read as Ba/F3 V617F tox -2, NPY-Y1 antag 2, S1P4 antag -8, S1P4 ag 1.8, RBBP9 inhibitor -8, NPY-Y2 PAM-ag 13, BaF3 tox 2, Runt-CBFb FRET 2 and NPY-Y1 PAM-ag 8.
`CSc1sc(-c2nnc(SCC(=O)Nc3ccccc3)n2C)c2c1C=CCC2` gave Ba/F3 V617F tox 1, S1P4 antag 9, S1P4 ag 1.1, RBBP9 inhibitor 1, NPY-Y2 PAM-ag 10, BaF3 tox 1, Runt-CBFb FRET 1 and NPY-Y1 PAM-ag -17.
CC(NC(=O)C(C(=O)c1cccc([N+](=O)[O-])c1)n1cc(Cl)ccc1=O)c1ccccc1 (centres undefined) was read as Ba/F3 V617F tox -1, NPY-Y1 antag 2, S1P4 antag -1, S1P4 ag -0.6, RBBP9 inhibitor 0, NPY-Y2 PAM-ag 3, BaF3 tox 3, Runt-CBFb FRET 2 and NPY-Y1 PAM-ag 3.
Screening COc1ccc(-c2cnn3c(N)c(S(=O)(=O)c4ccccc4)cnc23)cc1 returned Ba/F3 V617F tox 0, NPY-Y1 antag 1, S1P4 antag -9, S1P4 ag 3.2, RBBP9 inhibitor -6, NPY-Y2 PAM-ag 2, BaF3 tox 1, Runt-CBFb FRET 2 and NPY-Y1 PAM-ag -7.
For Cn1c(=O)c2c(ncn2CC(=O)OCc2ccccc2)n(C)c1=O the results were Ba/F3 V617F tox -1, NPY-Y1 antag -8, S1P4 antag -14, S1P4 ag 0.7, RBBP9 inhibitor -5, NPY-Y2 PAM-ag 8, BaF3 tox 3, Runt-CBFb FRET 1 and NPY-Y1 PAM-ag -2.
NS(=O)(=O)c1ccc(NC(=O)/C=C/c2ccco2)cc1 was read as Ba/F3 V617F tox -1, NPY-Y1 antag 2, S1P4 antag -1, S1P4 ag 0.2, RBBP9 inhibitor -5, NPY-Y2 PAM-ag 1, BaF3 tox 5, Runt-CBFb FRET 16 and NPY-Y1 PAM-ag 19.
`Cc1ccc2c(Cl)cc(Cl)c(OCc3c(C)noc3C)c2n1` gave Ba/F3 V617F tox 1, NPY-Y1 antag 4, S1P4 antag -3, S1P4 ag 1.2, RBBP9 inhibitor -6, NPY-Y2 PAM-ag -7, BaF3 tox 1, Runt-CBFb FRET -2 and NPY-Y1 PAM-ag -16.
`O=C(OCCOCCN=C1NS(=O)(=O)c2ccccc21)c1ccncc1` gave Ba/F3 V617F tox -2, NPY-Y1 antag -6, S1P4 antag -11, S1P4 ag 1.2, RBBP9 inhibitor -3, NPY-Y2 PAM-ag -5, BaF3 tox -3, Runt-CBFb FRET 0 and NPY-Y1 PAM-ag 11.
For COc1cc(OC)cc(C(=O)Nc2cccc(NC(C)=O)c2)c1 the results were Ba/F3 V617F tox 3, NPY-Y1 antag -3, S1P4 antag -1, S1P4 ag -0.9, RBBP9 inhibitor -10, NPY-Y2 PAM-ag 7, BaF3 tox 9, Runt-CBFb FRET 1 and NPY-Y1 PAM-ag 14.
For CCOc1ccccc1NC(=O)Nc1cnccn1 the results were Ba/F3 V617F tox 2, NPY-Y1 antag 3, S1P4 antag 8, S1P4 ag -0.3, RBBP9 inhibitor -2, NPY-Y2 PAM-ag -6, BaF3 tox 6, Runt-CBFb FRET 0 and NPY-Y1 PAM-ag 0.
`O=C(Cc1ccc(-n2c(=O)[nH]c3ccccc3c2=O)cc1)N1CCN(c2ccccc2)CC1` gave Ba/F3 V617F tox 1, NPY-Y1 antag 2, S1P4 antag 6, S1P4 ag 0.2, RBBP9 inhibitor -3, NPY-Y2 PAM-ag -11, BaF3 tox 2, Runt-CBFb FRET 0 and NPY-Y1 PAM-ag 41.
CCOC(=O)c1cnc2nc(C)nn2c1N was read as Ba/F3 V617F tox -3, NPY-Y1 antag -2, S1P4 antag -9, S1P4 ag 0.1, RBBP9 inhibitor -1, NPY-Y2 PAM-ag 18, BaF3 tox 0, Runt-CBFb FRET 2 and NPY-Y1 PAM-ag 18.
For COc1cc(OC)cc(C(=O)NCCOc2ccccc2)c1 the results were Ba/F3 V617F tox -2, NPY-Y1 antag 9, S1P4 antag -4, S1P4 ag 2.8, RBBP9 inhibitor -8, NPY-Y2 PAM-ag -11, BaF3 tox 1, Runt-CBFb FRET 2 and NPY-Y1 PAM-ag -10.
`NS(=O)(=O)c1cccnc1Nc1c(Cl)cccc1Cl` gave Ba/F3 V617F tox -2, NPY-Y1 antag 1, S1P4 antag -2, S1P4 ag 1.5, RBBP9 inhibitor -1, NPY-Y2 PAM-ag -15, BaF3 tox 4, Runt-CBFb FRET -1 and NPY-Y1 PAM-ag 20.
Screening COc1cccc(N2CCN(c3cnc4ccccc4n3)CC2)c1 returned Ba/F3 V617F tox -3, NPY-Y1 antag 4, S1P4 antag -21, S1P4 ag 1.0, RBBP9 inhibitor 2, NPY-Y2 PAM-ag 7, BaF3 tox 6, Runt-CBFb FRET 0 and NPY-Y1 PAM-ag 14.
Screening O=C(CCc1nc2ccccc2[nH]c1=O)OCc1ccc(S(=O)(=O)N2CCOCC2)cc1 returned Ba/F3 V617F tox 1, NPY-Y1 antag -5, S1P4 antag -1, S1P4 ag -1.0, RBBP9 inhibitor -3, NPY-Y2 PAM-ag -1, BaF3 tox 7, Runt-CBFb FRET 0 and NPY-Y1 PAM-ag -4.
`O=C(O)Cc1sc(Nc2ccc(F)cc2)nc1-c1cccs1` gave Ba/F3 V617F tox 5, NPY-Y1 antag -6, S1P4 antag -14, S1P4 ag 0.6, RBBP9 inhibitor -12, NPY-Y2 PAM-ag 9, BaF3 tox 14, Runt-CBFb FRET 24 and NPY-Y1 PAM-ag -20.
For COc1cccc(CNC(=O)CCC2CCCN(C(=O)c3cc4ccccc4o3)C2)c1 (centres undefined) the results were Ba/F3 V617F tox -1, NPY-Y1 antag -8, S1P4 antag -14, S1P4 ag 0.2, RBBP9 inhibitor 0, NPY-Y2 PAM-ag -26, BaF3 tox 0, Runt-CBFb FRET -1 and NPY-Y1 PAM-ag 0.
For COc1ccc(CCNC(=O)c2n[nH]c(=O)c3ccccc23)cc1 the results were Ba/F3 V617F tox 2, NPY-Y1 antag 1, S1P4 antag -13, S1P4 ag -0.6, RBBP9 inhibitor -2, NPY-Y2 PAM-ag -20, BaF3 tox 6, Runt-CBFb FRET -1 and NPY-Y1 PAM-ag -19.
Nc1ncnc2c1cnn2C1CCCCC1 was read as Ba/F3 V617F tox -1, S1P4 antag -5, S1P4 ag -1.4, RBBP9 inhibitor 0, NPY-Y2 PAM-ag 7, BaF3 tox 1, Runt-CBFb FRET -2 and NPY-Y1 PAM-ag -3.
Cc1cc(/C=N/NC(=O)C(=O)NCc2ccccn2)c(C)n1-c1cccc(Br)c1 was read as Ba/F3 V617F tox 3, NPY-Y1 antag 0, S1P4 antag -4, S1P4 ag 0.1, RBBP9 inhibitor 3, NPY-Y2 PAM-ag 4, BaF3 tox 5, Runt-CBFb FRET -7 and NPY-Y1 PAM-ag 4.
COc1ccc(/C=C/C(=O)NCc2cn(C)nc2C)cc1COc1ccc(Cl)cc1Br was read as Ba/F3 V617F tox 3, NPY-Y1 antag -3, S1P4 antag -36, S1P4 ag 0.6, RBBP9 inhibitor 1, NPY-Y2 PAM-ag -7, BaF3 tox 3, Runt-CBFb FRET -1 and NPY-Y1 PAM-ag -1.
O=C(NCc1ccco1)C1CC(=O)N(CCc2ccccc2)C1 (centres undefined) was read as Ba/F3 V617F tox 3, NPY-Y1 antag 6, S1P4 antag -9, S1P4 ag 1.2, RBBP9 inhibitor -11, NPY-Y2 PAM-ag 1, BaF3 tox -1, Runt-CBFb FRET 0 and NPY-Y1 PAM-ag -22.
Screening CCn1c(SCC(=O)NCc2ccccc2)nc2ccccc2c1=O returned Ba/F3 V617F tox 5, NPY-Y1 antag 4, S1P4 antag -1, S1P4 ag 0.7, RBBP9 inhibitor -1, NPY-Y2 PAM-ag 3, BaF3 tox 8, Runt-CBFb FRET -2 and NPY-Y1 PAM-ag -19.
`COc1ccc(NC(=O)CSc2nccn2C)cc1S(N)(=O)=O` gave Ba/F3 V617F tox -1, NPY-Y1 antag 2, S1P4 antag -14, S1P4 ag 2.2, RBBP9 inhibitor -7, NPY-Y2 PAM-ag 3, BaF3 tox 4, Runt-CBFb FRET 0 and NPY-Y1 PAM-ag 13.
For Cc1cccc(NC(=O)/C(C#N)=C\c2cccnc2)c1 the results were Ba/F3 V617F tox 4, NPY-Y1 antag -1, S1P4 antag -10, S1P4 ag -1.7, RBBP9 inhibitor -1, NPY-Y2 PAM-ag -10, BaF3 tox 2, Runt-CBFb FRET 0 and NPY-Y1 PAM-ag 10.
CC(C)N(Cc1ccccc1)C(=S)NC(=O)C1(C)CC1(Cl)Cl (centres undefined) was read as Ba/F3 V617F tox -2, NPY-Y1 antag 4, S1P4 antag 14, S1P4 ag 0.4, RBBP9 inhibitor -4, NPY-Y2 PAM-ag -6, BaF3 tox 6, Runt-CBFb FRET 2 and NPY-Y1 PAM-ag 9.
`COC(=O)/C(C#N)=C/c1c(Oc2cccc(C)c2)nc2ccccn2c1=O` gave Ba/F3 V617F tox 0, S1P4 antag 7, S1P4 ag 0.6, RBBP9 inhibitor 1, NPY-Y2 PAM-ag -7, BaF3 tox -6, Runt-CBFb FRET 3 and NPY-Y1 PAM-ag 8.
`COc1ccccc1N(C)S(=O)(=O)c1ccc(Cl)c(C(=O)OCc2c(C)noc2C)c1` gave Ba/F3 V617F tox 0, NPY-Y1 antag 6, S1P4 antag -4, S1P4 ag -0.1, RBBP9 inhibitor 3, NPY-Y2 PAM-ag -5, BaF3 tox 7, Runt-CBFb FRET -4 and NPY-Y1 PAM-ag 4.
